KB-3-1 tox – KB-3-1 parental cell cytotoxicity; KB-3-1 viability, CellTiter-Glo ATP luminescence, 72 h; Potency, µM (highest dose often 46.1 µM), without a hit: top-dose activity change, negative = cytotoxic, actives largely listed as cytotoxic; 1.4% of 400,000 active; AID 1347075; also: potency is read from the fitted curve at half-maximal effect; % is scaled to controls: 0 for no effect and ±100 for the full control effect; nearly all actives have a fitted effect of over 60% in size
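Luminescent ATP read-out (CellTiter-Glo) measures survival of drug-naive KB-3-1 cells after 72 h compound exposure at 37 °C. Titration series was screened from lowest to highest concentration, with DMSO vehicle plates as background controls.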
IL-1B inflam inh – inhibitors of inflammasome signaling (IL-1 beta secretion) | THP-1 LPS/ATP IL-1B secretion, AlphaLISA, 16 h; active compounds read low | activity change, % at 57.5 µM | 4.7% of 360,000 active | AID 743279; in the data active = activity change below about -50%; inconclusive = mostly about -30% to -49%; also: % is scaled to controls: 0 for no effect and ±100 for the full control effect
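THP-1 cells pretreated 1 hr with compounds (up to 57.5 uM final), then stimulated with LPS (250 ng/mL final) plus ATP (1.25 mM final); secreted IL-1B measured by AlphaLISA after 16 hr, decreased signal indicating inhibition.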
ATXN2 expr inh – reduces ATXN2 reporter expression in HEK-293 cells; 0.72% of 360,000 active; HEK-293 ATXN2-luciferase reporter, luminescence, 24 h; Potency, µM (series often up to 57 µM), for the others: at the top dose activity change, negative = inhibition, most hits filed as inhibitors; AID 1745845; also: potency is read from the fitted curve at half-maximal effect; % is scaled to controls: 0 for no effect and ±100 for the full control effect; nearly all actives have a fitted effect of over 55% in size
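ATXN2-luciferase reporter cells (luciferase flanked by upstream and downstream ATXN2 gene portions) were treated 24 h at 37 °C with compounds at up to 57 uM. SteadyGlo luminescence gave expression; GF-AFC fluorescence gave viability.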
MCF10A rereplic – DNA re-replication induction in MCF 10a cells. MCF 10A DNA re-replication, Hoechst nuclear intensity, 48 h. AID 624296. 2.9% of 350,000 active. Potency, µM (series often up to 46.1 µM), for inactives: at the top dose activity, positive = re-replication, most hits filed as activators; also: potency is read from the fitted curve at half-maximal effect; % of control where 0% means no effect; nearly all actives have a fitted effect of over 50% in size
HT1080 IDH1KD tx – toxicity to HT-1080 IDH1 knockdown cells (counter line) | HT-1080 IDH1 knockdown viability, ATP luminescence, 48 h | Potency, µM (doses to about 46.1 µM), inactives show at the top dose activity, negative = toxicity, most hits filed as cytotoxic | 2% of 360,000 active | AID 686971;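 also: potency is read from the fitted curve at half-maximal effect; 0% = DMSO wells and -100% = cell-free medium wells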
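Cytotoxicity counter-line: IDH1KD HT-1080, 48 h, CellTiter-Glo. Curves classed by r2, magnitude and activity.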
WRN helicase inh – WRN helicase (human) inhibition; Q14191; WRN helicase unwinding, fluorescent forked duplex, kinetic; Potency, µM (highest dose often 114 µM), inactives show top-dose activity change, negative = inhibition, actives largely listed as inhibitors; 0.46% of 360,000 active; also: potency is read from the fitted curve at half-maximal effect; % is scaled to controls: 0 for no effect and ±100 for the full control effect; nearly all actives have a fitted effect of over 55% in size
Target sequence (Q14191 whole entry, looked up): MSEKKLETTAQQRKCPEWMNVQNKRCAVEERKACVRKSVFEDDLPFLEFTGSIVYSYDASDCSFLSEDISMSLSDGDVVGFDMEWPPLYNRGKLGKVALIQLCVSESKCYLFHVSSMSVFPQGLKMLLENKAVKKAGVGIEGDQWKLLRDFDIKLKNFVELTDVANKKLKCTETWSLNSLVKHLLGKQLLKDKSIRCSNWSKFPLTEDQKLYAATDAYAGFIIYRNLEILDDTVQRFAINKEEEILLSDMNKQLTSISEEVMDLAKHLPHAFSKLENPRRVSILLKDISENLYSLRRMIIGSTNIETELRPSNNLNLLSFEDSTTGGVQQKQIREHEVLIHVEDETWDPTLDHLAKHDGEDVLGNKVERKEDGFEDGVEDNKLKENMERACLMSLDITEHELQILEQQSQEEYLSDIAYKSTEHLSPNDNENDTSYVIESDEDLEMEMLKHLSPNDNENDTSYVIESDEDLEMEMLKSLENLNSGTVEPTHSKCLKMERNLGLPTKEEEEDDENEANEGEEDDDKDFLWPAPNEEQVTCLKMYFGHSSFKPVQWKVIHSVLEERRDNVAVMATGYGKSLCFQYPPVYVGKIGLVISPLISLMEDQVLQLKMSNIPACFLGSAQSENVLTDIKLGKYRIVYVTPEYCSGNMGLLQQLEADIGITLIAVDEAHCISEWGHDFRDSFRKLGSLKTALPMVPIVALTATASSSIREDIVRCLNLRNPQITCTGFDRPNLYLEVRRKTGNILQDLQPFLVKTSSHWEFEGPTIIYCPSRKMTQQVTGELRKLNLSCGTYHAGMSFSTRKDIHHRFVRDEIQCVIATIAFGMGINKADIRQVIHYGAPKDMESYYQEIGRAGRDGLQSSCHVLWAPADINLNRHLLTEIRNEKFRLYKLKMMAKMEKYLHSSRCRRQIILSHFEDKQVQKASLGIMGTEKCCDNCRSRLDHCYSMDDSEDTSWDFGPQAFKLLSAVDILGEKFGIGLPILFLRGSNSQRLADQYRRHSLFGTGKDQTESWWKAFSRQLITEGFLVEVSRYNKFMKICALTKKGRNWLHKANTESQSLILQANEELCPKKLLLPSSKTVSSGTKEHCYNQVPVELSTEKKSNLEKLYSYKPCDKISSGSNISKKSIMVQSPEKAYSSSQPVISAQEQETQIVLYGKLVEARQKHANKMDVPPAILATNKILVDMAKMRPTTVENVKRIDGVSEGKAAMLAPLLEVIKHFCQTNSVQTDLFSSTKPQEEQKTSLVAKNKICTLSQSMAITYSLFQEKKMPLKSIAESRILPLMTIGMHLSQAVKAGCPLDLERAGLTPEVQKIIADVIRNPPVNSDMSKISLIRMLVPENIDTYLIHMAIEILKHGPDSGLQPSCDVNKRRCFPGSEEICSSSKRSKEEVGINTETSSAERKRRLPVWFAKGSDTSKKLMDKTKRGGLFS
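WRN at 20 nM final was preincubated with compound for 15 min at room temperature; reaction started with 100 nM forked duplex oligonucleotide carrying fluorophore and quencher plus 2 mM ATP (final). Unwinding followed kinetically by red fluorescence (ex 525/em 598 nm).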
HT1080NT lethal – kills 2HG-producing HT-1080-NT fibrosarcoma cells | HT-1080-NT fibrosarcoma viability, CellTiter-Glo ATP luminescence, 48 h | Potency, µM (series often up to 46.1 µM), for the others: top-dose activity, negative = less viability, hits mostly cytotoxic | 1.6% of 360,000 active;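 also: NT is the 2HG producing partner of a matched IDH1 knockdown line; potency is read from the fitted curve at half-maximal effect; 0% = DMSO-treated cells and -100% = media-only wells without cells; nearly all actives have a fitted effect of over 55% in size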
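Toxicity toward the 2HG-producing NT line was scored as %Activity, normalised to DMSO and no-cell wells, from CellTiter-Glo luminescence after 48 hours' treatment.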
SW480 rereplic – induces DNA re-replication in SW480 colon adenocarcinoma cells; 1.8% of 340,000 active; Potency, µM (highest dose often 46.1 µM), for inactives: at the highest dose re-replication activation, most hits filed as activators; AID 624297; SW480 DNA re-replication, Hoechst DNA content imaging, 48 h; also: potency is read from the fitted curve at half-maximal effect; % of control where 0% means no effect; nearly all actives have a fitted effect of over 55% in size
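Image-based DNA-content assay: after two days of treatment, nuclei were labelled with the DNA dye Hoechst and imaged, and hits were compounds raising the count of nuclei showing high fluorescence intensity.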
KB-V1 MDR tox – KB-V1 MDR subline cytotoxicity; KB-V1 MDR cells viability, CellTiter-Glo, 72 h; Potency, µM (highest dose often 46.1 µM), without a hit: top-dose activity change, negative = cytotoxicity, actives largely listed as cytotoxic; 3.4% of 400,000 active; also: potency is read from the fitted curve at half-maximal effect; % is scaled to controls: 0 for no effect and ±100 for the full control effect; nearly all actives have a fitted effect of over 60% in size
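KB-V1 MDR subline cells in DMEM (phenol-red free, 10% FBS) exposed to compounds in qHTS concentration series for 72 h at 37 degrees C. Viability read by CellTiter-Glo luminescence; concentration-effect curves fitted after normalization and correction.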
The depositor's hits bear a star; ? = inconclusive; nt = no result given; [ ] = another dose, or the depositor's remark. Unless noted, calls follow the shape of the dose curve; as a rule, active = well fitted curve in the direction sought with a large enough effect; inconclusive = small, poorly fitted or top-dose-only effect, or another doubt; inactive = no such curve, though single readings can be large; an effect the other way counts as inactive or inconclusive. No enrichment for hits, and some 12% of all compounds hit somewhere here.

SMILES | KB-3-1 tox | IL-1B inflam inh | ATXN2 expr inh | MCF10A rereplic | HT1080 IDH1KD tx | WRN helicase inh | HT1080NT lethal | SW480 rereplic | KB-V1 MDR tox
NC(=O)c1c(NC(=O)C2c3ccccc3Oc3ccccc32)sc2c1CCCCC2 | 8% | 15 | -8% | ? | -5% | -12%[11.6 µM] | -7% | -5% | -3%
O=C1CCCN1CCC(=O)N1CCCC(Nc2ccc(F)c(F)c2)C1 (stereo not drawn) | 13% | 5 | 27% | -1% | 2% | -15% | 0% | -3% | 26%
Cc1ccc(NC(=S)N(CCN2CCCCC2)Cc2ccco2)cc1C | -17% | -7 | -27% | ? | -6% | 5%[57.1 µM] | -5% | ? | -13%
CCOC(=O)c1[nH]ncc1CN1CCc2ccc(NC(=O)C3CCCO3)cc2C1 (stereo not drawn) | 21% | 30 | 6% | 3% | 21% | 5% | 3% | -1% | ?
Fc1ccc(NC(=S)N/N=C/c2cccc(Br)c2)c(F)c1 | 1% | -4 | -18% | 8% | 2% | 5% | ? | -1% | ?
Cc1cc2c(c(N3CCOCC3)n1)C(=O)OC2 | 14% | -3 | 5% | 0% | 6% | -10% | 20% | -8% | ?
O=C1OCCC1Sc1nnc(-c2ccc(Cl)cc2Cl)o1 (stereo not drawn) | 5% | 14 | 6.3µM* | 4% | 13% | 2% | 10% | -16% | 2%
c1ccc(-c2ccc(-c3cn4c(n3)CCC4)cc2)cc1 | ? | ? | 20% | ? | ? | 5% | -25% | 1% | ?
CSc1nc2nc(-c3cccs3)cc(C(F)(F)F)c2c(=O)[nH]1 | -3% | 20 | -1% | 13% | -1% | 1% | 2% | -13% | 14%
O=C(COC(=O)c1ccc(O)cc1O)Nc1nnc(-c2ccccc2)o1 | 2% | 12 | 5% | 1% | 3% | -12% | 4% | -4% | 6%
COCC(=O)Nc1sc2c(c1C(=O)OC)C(C(=O)OC)CC2 (stereo not drawn) | 20% | 14 | -1% | -3% | -4% | 15% | -2% | -9% | -20%
CC(OC(=O)c1cc2sccc2n1C)C(=O)NCCc1ccccc1 (stereo not drawn) | 2% | 6 | -17% | ? | ? | -17% | ? | ? | 13µM*
Cc1ccc(C)c(NS(=O)(=O)c2ccc(OCC(=O)NCc3cccnc3)cc2)c1 | 1% | 5 | 2% | 8% | -21% | -35%[57.1 µM] | 1% | 2% | 8%
O=C(CCc1nc2sc3c(c2c(=O)[nH]1)CCCC3)NCC(=O)Nc1ccccc1Br | 23% | -6 | -11% | -1% | 4% | -30% | 4% | -11% | -26%
CC(=O)c1cccc(NC(=O)[C@@H](NC(N)=O)C(C)C)c1 | 9% | -16 | 0%[11.3 µM] | 0% | 5% | -3% | 13% | -17% | 0%
Cn1ccnc1Sc1nnnn1-c1ccccc1 | -5% | -17 | 2% | -2% | 4% | 0% | 5% | -5% | 5%
CCc1ccc(N2CC(C(=O)OCC(=O)NC3CCS(=O)(=O)C3)CC2=O)cc1 (stereo not drawn) | 0% | 17 | 0% | -2% | 23% | 1% | 28% | -2% | 8%
CC(Cc1ccccn1)NC(=O)c1ccc(OC2CCN(Cc3ccccn3)CC2)cc1 (stereo not drawn) | nt | -10 | 9% | -3% | 13% | -10% | 10% | -7% | nt
COc1ccccc1C(=O)NCCC(=O)Nc1ccncc1 | 1% | -1 | 1% | -2% | 6% | -3% | 3% | -2% | 2%
NC(=S)N/N=C/c1ccc([N+](=O)[O-])cc1 | -9% | 51 | -11% | 0% | 5% | -2% | 6% | -17% | ?
COCCCNC(=S)N1CCN(c2nc(-c3ccccc3)cs2)CC1 | -10% | -4 | ? | 15µM* | -17% | -14% | ? | -2% | -16%
O=C(CSc1ncn[nH]1)NCCC(c1ccccc1)c1ccccc1 | 2% | -6 | ? | 0% | -6% | 2% | -9% | -4% | 15%
COc1ccc(S(=O)(=O)N2CCN(Cc3ccccc3)CC2)cc1 | 0% | -5 | -9% | 19% | 6% | 4% | 6% | -2% | 0%
Cc1cc(OC(C)C(=O)NCCCn2ccnc2)c2c(C)cc(=O)oc2c1 (stereo not drawn) | -5% | -14 | -17% | 3% | -2% | -6% | 1% | -16% | ?
CCCS(=O)(=O)NC(=O)C1(C)CCN(C(=O)c2ccccc2Br)C1 (stereo not drawn) | 0% | 38 | 11% | nt | 0% | 1% | 26% | nt | 5%

Some entries already given, limited to WRN helicase inh.
molecule	WRN helicase inh
Fc1ccc(NC(=S)N/N=C/c2cccc(Br)c2)c(F)c1	5%
Cc1cc2c(c(N3CCOCC3)n1)C(=O)OC2	-10%
O=C1OCCC1Sc1nnc(-c2ccc(Cl)cc2Cl)o1 (stereo not drawn)	2%
c1ccc(-c2ccc(-c3cn4c(n3)CCC4)cc2)cc1	5%

New compounds follow.
SMILES | KB-3-1 tox | IL-1B inflam inh | ATXN2 expr inh | MCF10A rereplic | HT1080 IDH1KD tx | WRN helicase inh | HT1080NT lethal | SW480 rereplic | KB-V1 MDR tox
COc1cc(CN2CCN(Cc3ccc([N+](=O)[O-])cc3)CC2)c([N+](=O)[O-])cc1OC | ? | -20 | nt | 5% | -20% | 6% | -2% | 14% | -21%
O=C(NCCc1ccccc1)C1CCCN1S(=O)(=O)c1ccccc1 (stereo not drawn) | 2% | 21 | 8% | ? | 6% | -3% | 4% | -13% | -12%
COCCNC(=S)N=Nc1c(O)[nH]c2c(C)cc(C)cc12 | 0% | 13 | 38% | ? | -15% | -16% | ? | 4% | -12%
O=C(CSC1=NC(=O)C(Cc2ccccc2)C(=O)N1)Nc1ncc(Br)cc1Br (stereo not drawn) | -3% | 7 | 0% | 17% | -4% | -19% | 0% | -3% | 24%
COc1cccc(/C=C2/Sc3ccc(C(=O)NCCCN4CCCC4)cc3NC2=O)c1 | 2% | -12 | nt | ? | 2% | -4% | 6% | ? | ?
Cc1ccc(O)c(NC(=O)c2ccc3c(c2)C(=O)N(Cc2ccco2)C3=O)c1 | -3% | 10 | 4% | 9% | 13% | -7% | 0% | -7% | 5%
C#CCOCCOCCOCCNc1nc(N2CCN(C(=O)[C@H](CC(N)=O)n3cc(C(N)[C@@H](C)CC)nn3)CC2)nc(N2CCN(C(=O)[C@H](CCCCN)n3cc([C@@H](N)CC(N)=O)nn3)CC2)n1 (stereo partly drawn) | 18% | 5 | 3% | -5% | 8% | -4% | 2% | -2% | -6%
Cc1ccc2c(c1)NC(=O)C(CC(=O)NC1CCCCC1C)O2 (stereo not drawn) | 1% | 17 | 17% | -2% | 16% | -3% | 14% | 1% | 9%
Cc1c(CC(=O)N[C@@H](C)C(=O)O)c(=O)oc2cc3c(cc12)CCC(C)(C)O3 | -3% | -3 | nt | 0% | 0% | -3% | 12% | -9% | -2%
Cc1ccc(-n2c(-c3cnccn3)n[nH]c2=S)c(Br)c1 | 13% | 49 | -17%[2.22 µM] | -24% | 0% | 2%[57.1 µM] | 3% | -33%[inhibitor][1.84 µM] | ?
O=c1oc(Cl)c(Cl)c2ccccc12 | -1% | -70* | 6% | 0% | -3% | 5% | 14% | -5% | -5%
COc1ccc2sc(-c3ccc(SC)cc3)c(C#CCO)c2c1 | ? | 7 | 6% | ? | ? | -1% | ? | 4% | ?
O=c1[nH]nc(SCc2nnc(-c3ccc([N+](=O)[O-])cc3)o2)n1C1CCCCC1 | 11% | 16 | -2% | -3% | 7% | 10% | 9% | -3% | -4%
CC(=NNC(=S)Nc1ccccc1Cl)c1ccccn1 | ? | -102* | ? | ? | ? | -8% | -27% | ? | ?
CC(NC(=O)c1ccc2c(c1)OCO2)c1cccc(C(F)(F)F)c1 (stereo not drawn) | 11% | 11 | -20% | 19% | -3% | 2% | -2% | 0% | -4%
COc1ccc(-c2noc(Cc3ccccc3OC)n2)cc1 | 1% | -7 | 36%[activator] | 10% | 2% | 8% | 9% | 4% | -2%
OCCC1CN(Cc2ccc(F)cc2)CCN1CCCc1ccccc1 (stereo not drawn) | -11% | -10 | -9% | -6% | -8% | 2% | -1% | ? | -24%
Cc1nc2ccccc2c(=O)n1Nc1cccc(Cl)c1 | 11% | 9 | -12% | 0% | -17% | -3% | -18% | -6% | 1%
CCOC(=O)C1=NNC2(c3ccc(Cl)cc3)C(=O)N(c3ccc(C)cc3)C(=O)C12 (stereo not drawn) | 5% | 29 | 7% | -7% | 1% | -8% | -2% | -3% | -10%
O=C1C=CC(=O)N1c1ccc(OC(F)F)cc1 | ? | -91* | ? | ? | 16µM* | 32µM* | ? | 23µM* | ?
CCOc1cc(C(=O)NCCCn2ccnc2)cc(OCC)c1OCC | 1% | 12 | 1% | 5% | 8% | 7% | 9% | 4% | ?
C/C(=N\NC(=O)c1ccccc1O)c1cccc(NC(=O)c2ccccc2)c1 | -1% | 118 | 16% | -4% | -16% | -12% | -20% | 19% | -14%
O=C(N/C(=C/C=C/c1ccccc1)C(=O)N1CCOCC1)c1ccccc1Br | -12% | -13 | 28% | -2% | -6% | 1% | 0% | -3% | ?
COc1ccc(OCc2nnc3n2N=C(c2ccc(C)cc2)CS3)cc1 | 4% | 5 | -17% | 4% | 1% | -3% | 1% | 4% | 0%
Cc1ccc(-n2c(SCC(=O)O)nc3c(sc(=S)n3-c3ccc(C)c(C)c3)c2=O)cc1 | 2% | 4 | nt | -10% | 5% | -1% | -3% | -5% | ?

A few values from the results shown.
Reading for `Cc1nc2ccccc2c(=O)n1Nc1cccc(Cl)c1` under IL-1B inflam inh: 9
Reading for `COc1ccc(S(=O)(=O)N2CCN(Cc3ccccc3)CC2)cc1` under KB-V1 MDR tox: 0%

Screens deposited in PubChem BioAssay by National Center for Advancing Translational Sciences (NCATS).
